Bioassay records deposited in PubChem by several laboratories.
GSH bead fluor: compound fluoresces at 488/530 nm on GSH beads; 0.25% of 190,000 active; GSH beads flow cytometry, compound fluorescence 488/530 nm; active compounds read high; fluorescence (KMESF) at 10 µM; in the data active = fluorescence above about 89;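 note: glutathione beads carrying GST-tagged Bcl family fusion proteins plus one bare bead set; values are compound well signal with DMSO vehicle wells as background; inactives centre near 16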
Mcl-1 Bim block: disrupts Bim peptide binding to human Mcl-1 | Bead-based flow cytometry, Bim peptide-Mcl-1 binding | inhibition, % at 10 µM | 0.1% of 190,000 active | AID 1009;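 note: 0% = no compound tracer wells and 100% = peptide blocker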
RGS7-Gao: modulates binding of RGS7 to human Galphao. Multiplexed bead flow cytometry; actives lie on both sides. P09471. 0.35% of 220,000 active. binding response (% of control), % at 10 µM; in the data active = binding response below about 49% or above about 150%; inconclusive = no clear call, values can overlap the other calls; inactive = in between;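 note: fluorescent Galphao held in activated GDP-AlF4 state binding bead-coupled RGS7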
Bcl-B Bim block: human Bim-Bcl-B interaction inhibition; 0.073% of 190,000 active; Q9HD36; AID 951; bead-based flow cytometry, Bim peptide-Bcl-B binding; inhibition, % at 10 µM;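 note: 0% = tracer peptide without compound and 100% = reference inhibitor peptide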
Target sequence (Q9HD36 whole entry, looked up): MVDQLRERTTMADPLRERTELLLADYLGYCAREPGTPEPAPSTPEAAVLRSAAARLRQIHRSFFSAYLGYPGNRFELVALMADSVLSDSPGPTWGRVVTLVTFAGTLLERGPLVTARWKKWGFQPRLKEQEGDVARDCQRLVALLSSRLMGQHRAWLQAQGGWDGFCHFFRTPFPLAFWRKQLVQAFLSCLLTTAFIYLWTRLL
Bcl-XL Bim block: disrupts Bim peptide binding to human Bcl-XL | inhibition, % at 10 µM | 0.04% of 190,000 active | bead flow cytometry, fluorescence
Target sequence (Q07817 whole entry, looked up): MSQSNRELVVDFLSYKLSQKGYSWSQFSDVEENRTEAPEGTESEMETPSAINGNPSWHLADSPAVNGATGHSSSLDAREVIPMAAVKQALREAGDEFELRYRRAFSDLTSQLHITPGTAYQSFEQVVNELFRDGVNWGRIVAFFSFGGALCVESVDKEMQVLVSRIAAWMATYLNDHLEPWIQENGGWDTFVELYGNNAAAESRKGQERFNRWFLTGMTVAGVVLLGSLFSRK
RGS4-Gao reg: human RGS4-Galphao interaction regulation; P09471; Multiplexed bead flow cytometry, RGS4-Galphao binding; actives lie on both sides; binding response (% of control), % at 10 µM; 0.33% of 220,000 active; in the data active = binding response below about 49% or above about 150%; inactive = in between;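 note: fluorescent Galphao activated with aluminum fluoride binding bead-coupled RGS4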
Mcl1 Bid PPI: Mcl-1/Bid interaction inhibition; Q07820; TR-FRET Mcl-1/Bid-Dy647 peptide binding, 1536-well; inhibition, % at 21.7 µM; 0.97% of 220,000 active;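 active = compounds that cut the binding signal by more than half at the single screening dose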;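 note: His-tagged Mcl-1 with europium anti-His antibody binding Bid BH3 peptide; 0% = Mcl-1 plus peptide wells and 100% = peptide-only wells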
RGS8-Gao: modulates binding of RGS8 to human Galphao | multiplexed bead flow cytometry; actives lie on both sides | AID 1423 | P09471 | response (percent of control binding), % at 10 µM | 0.34% of 220,000 active; in the data active = response below about 60% or above about 140%; inactive = in between;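 note: Galphao activated as the GDP aluminium fluoride complex binding bead-coupled RGS8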
Bcl-2 Bim block: human Bim-Bcl-2 interaction inhibition | P10415 | Bead-based flow cytometry, Bim peptide-Bcl-2 binding | inhibition, % at 10 µM | 0.06% of 190,000 active; in the data active = inhibition above about 40%; inconclusive = no clear call, values can overlap the other calls;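 note: 0% = no compound wells with probe peptide and 100% = reference peptide inhibitor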
Target sequence (P10415 whole entry, looked up): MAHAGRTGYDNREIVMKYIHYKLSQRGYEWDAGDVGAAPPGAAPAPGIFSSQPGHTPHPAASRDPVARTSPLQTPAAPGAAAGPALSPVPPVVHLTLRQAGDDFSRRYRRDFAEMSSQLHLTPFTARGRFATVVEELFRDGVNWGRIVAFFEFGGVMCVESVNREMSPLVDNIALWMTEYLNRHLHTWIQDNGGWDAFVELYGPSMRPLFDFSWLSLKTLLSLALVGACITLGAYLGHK
Bim-Bfl-1: human Bim-Bfl-1 interaction inhibition; 0.12% of 190,000 active; Q16548; inhibition, % at 10 µM; Bead-based flow cytometry, Bim-Bfl-1 binding inhibition;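 note: 0% = wells without compound plus tracer and 100% = blocker peptide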
Bcl-W Bim block: disrupts Bim peptide binding to human Bcl-W | Q92843 | bead-based flow cytometry | inhibition, % at 10 µM | 0.02% of 190,000 active;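 note: 0% = bound tracer without compound and 100% = peptide blocker; higher means less fluorescent Bim peptide bound to Bcl-W beads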
Target sequence (Q92843 whole entry, looked up): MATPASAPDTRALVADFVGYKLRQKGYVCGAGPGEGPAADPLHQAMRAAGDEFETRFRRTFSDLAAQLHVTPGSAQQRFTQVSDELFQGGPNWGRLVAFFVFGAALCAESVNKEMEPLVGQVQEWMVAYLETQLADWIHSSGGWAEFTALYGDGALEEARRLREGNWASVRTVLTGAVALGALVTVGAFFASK
Starred values were filed as active, the others as inactive; ? = inconclusive; . = no result given; [ ] = another dose, or the depositor's remark. Cut-off read from the data, not from the text of the source, unless noted: active = inhibition above about 40%. Outcome played no part in choosing rows; overall some 1.8% were active at least once.

SMILES	GSH bead fluor	Mcl-1 Bim block	RGS7-Gao	Bcl-B Bim block	Bcl-XL Bim block	RGS4-Gao reg	Mcl1 Bid PPI	RGS8-Gao	Bcl-2 Bim block	Bim-Bfl-1	Bcl-W Bim block
COc1cccc(C(=O)O/N=C(\N)Cc2ccc(Cl)cc2)c1	21	-2	102	-3	-4	103	6	101	-5	-3	-2
COc1cccc(CC2(CO)CCCN(Cc3[nH]c4ccc(C)cc4c3C)C2)c1 (stereo not drawn)	15	0	82	-5	-3	95	-27	94	-4	-5	0
COc1ccc(CNS(=O)(=O)NCc2ccc(C)cc2)cc1	10	1	99	-2	-1	100	-8	99	-3	-6	0
CC(C)C(C)(C#N)NC(=O)CSc1nncn1-c1ccccc1 (stereo not drawn)	12	-3	100	-6	-3	103	-9	100	-2	-5	-4
COc1ccc(CNC(=O)CSc2nc3nc(C)cc(C)n3n2)cc1	60	0	103	-3	-4	103	-13	102	-1	-8	3
O=C(/C=C/c1ccc(Cl)cc1)N1CCN(c2ccc([N+](=O)[O-])c(N3CCOCC3)c2)CC1	10	-4	99	-10	-12	102	-6	102	-14	-13	-5
Cc1ccccc1C(=O)N1CCN(c2ccc([N+](=O)[O-])c(NCc3ccco3)c2)CC1	11	-1	98	-3	-1	93	-65	99	-3	-1	-1
COc1cc(C(C2=C(O)CC(C)(C)CC2=O)C2C(=O)CC(C)(C)CC2=O)cc(OC)c1OC (stereo not drawn)	13	-2	96	-3	-1	99	-15	97	-4	-6	-2
CC(NC(=S)Nc1ccc(Cl)cc1)C(c1ccccc1)N1CCOCC1 (stereo not drawn)	10	-2	100	-10	-6	103	-13	101	-4	-12	-5
Nc1nc(Cn2nnc(-c3ccccc3Cl)n2)nc(N2CCOCC2)n1	54	-2	95	-10	-3	97	3	98	-12	-11	3
Cn1nnc(NC(=S)NC(=O)c2ccc(-c3ccc(Br)cc3)o2)n1	15	6	99	6	3	99	-27	100	1	0	3
COc1ccc(-c2cc(C(=O)NCC3CCCO3)c3ccccc3n2)cc1 (stereo not drawn)	14	-1	?	-4	-3	101	-18	100	-3	-3	0
Cc1ccc(S(=O)(=O)c2ccccc2)cc1S	68	-6	125	-21	-2	99	-21	84	-2	14	0
O=C(COC(=O)c1cnccn1)Nc1ccc2c(c1)OCO2	29	0	101	-3	-8	100	-1	100	-5	-12	2
COC(=O)c1cc(=O)nc2sc(-c3ccc(F)cc3)nn12	25	-5	120	-26	-9	99	18	92	-11	-4	-2
CCOC(=O)C1(Cc2cccc(OC)c2)CCN(Cc2cccnc2)CC1	12	0	100	0	-3	100	-4	99	-6	-4	-3
O=Cc1ccc(-c2cc(Cl)ccc2Cl)[nH]1	14	1	99	-4	1	93	-11	102	0	0	0
O=C(CCC(=O)NC1CCCCC1)N/N=C/c1ccncc1	14	-3	96	-5	-2	101	2	101	-4	-5	-6
Brc1cnc(N2CCOCC2)nc1N1CCCCC1	31	0	94	-4	-7	94	-23	96	-6	-7	-1
CCOC(=O)CNC(=O)CSc1nc(C)cc(C)c1C#N	47	1	103	-2	2	100	10	102	-1	-10	0
Cc1ccc(S(=O)(=O)N(CCCO)CC(O)CON=C2c3ccccc3-c3ccccc32)cc1 (stereo not drawn)	16	-3	101	-7	-6	103	10	102	-8	-8	-3
CCOC(=O)C1(CCOc2ccccc2)CCN(Cc2cc(OC)c3c(c2)OCO3)CC1	10	-4	97	-4	-3	100	-18	97	2	-5	-5
CCNc1nc(SCCOc2ccc(Br)cc2)nc(N(C)C)n1	16	0	90	0	0	85	-11	99	-1	-5	-1
Cc1cccc(C)c1N1CCN(S(=O)(=O)N2CCOCC2)CC1	22	-3	99	-5	-5	100	-10	100	-9	-12	-1
COc1ccc(S(=O)(=O)N2CCN(S(=O)(=O)c3ccc(C(F)(F)F)cc3)CC2)cc1C	14	-2	97	0	0	97	4	99	-2	-1	-1
Cc1cc(C(=O)CSc2nnc3c(Cl)cc(Cl)cn23)c(C)n1C	25	-4	97	0	-7	98	-42	100	0	-4	-4
Cc1ccc(N2C(=O)c3cccc(Oc4ccc(Cl)cc4)c3C2=O)c(C)c1	13	0	101	-3	0	101	5	101	-5	-15	-2
O=C1OCc2cc(-n3cccc3)ccc21	12	-2	99	-2	0	101	-57	101	0	-2	0
CN1CCc2c(C#N)c(N3CCCCC3)nc(NCc3ccccc3)c2C1	21	4	101	0	0	103	-76	104	0	0	1
C=CCN(C(=O)c1cccc(N2C(=O)C3CC=CC(C)C3C2=O)c1)c1ccccc1 (stereo not drawn)	15	-3	100	-1	-3	98	-16	102	-1	-5	-1
CSCCC(NS(=O)(=O)c1ccc2c(c1)oc(=O)n2C)C(=O)NC1CCCCC1 (stereo not drawn)	24	-3	98	-6	-2	100	-12	101	-9	-12	2
Cc1ccc(NC(=O)C(=O)NC(C)C2COc3ccccc3O2)cc1 (stereo not drawn)	27	-4	98	-2	0	98	6	101	-3	-7	-2
COC(=O)C1=C(C)N(CCc2c[nH]c3ccccc23)C(=O)/C1=C\N(C)C	11	0	120	-3	2	114	-40	108	1	0	4
CCOC(=O)C1=C(c2ccccc2)ON(C)C1c1ccccc1 (stereo not drawn)	5	-7	96	-10	-8	98	-17	98	-3	-1	-2
N#Cc1c(N)nc(SCC(=O)OCc2ccccc2)c(C#N)c1-c1ccco1	22	9	105	3	1	106	0	102	3	0	0
Cc1ccccc1C(=O)NC(=S)Nc1ccccc1C(=O)O	18	-4	?	-10	-8	100	-23	99	-6	-9	-7
Cc1ccc(-c2nnc(SCc3nc4ccccc4[nH]3)n2Cc2ccco2)cc1	16	0	99	0	-3	102	-26	101	0	-1	-2
Cc1ccc(S(=O)(=O)N2CC(O)CC2C(=O)OCc2nc3sc(C)c(C)c3c(=O)[nH]2)cc1 (stereo not drawn)	11	0	103	-5	-4	106	-2	102	-8	-11	-2
CCCn1nnnc1NCc1ccc(Cl)cc1Cl	24	1	104	-3	0	102	5	105	0	-6	-1
CSc1nc(=S)n(Cc2ccccc2)c(C)c1C(C)=O	9	-8	101	-8	-7	103	-15	105	-6	-2	-4
CCOC(=O)c1sc(Nc2nc3cc4c(cc3s2)OCO4)cc1C	102*	.	666*[activator]	.	.	583*[activator]	29	171*[activator]	?	.	.
Cc1cc(C)nc(N(C#N)CC(=O)N(c2ccccc2)C(C)C)n1	43	-4	97	-12	-3	98	-5	98	-10	-12	-1
CC(C)c1ccc(N(CC(=O)NCc2ccc(F)cc2)C(=O)c2csnn2)cc1	16	0	106	-3	-1	103	-13	105	-5	-6	-3
Cn1nnnc1SCSc1nnnn1C	26	-3	101	-7	-3	101	2	97	-2	-1	-5
O=C(NN=C1CCCCC1)c1ccccc1OCc1ccc(F)cc1	5	-2	100	-5	-1	103	-12	102	0	0	-1

Quoted at random: 2 compounds from above.
SMILES	GSH bead fluor	Mcl-1 Bim block	RGS7-Gao	Bcl-B Bim block	Bcl-XL Bim block	RGS4-Gao reg	Mcl1 Bid PPI	RGS8-Gao	Bcl-2 Bim block	Bim-Bfl-1	Bcl-W Bim block
O=C1OCc2cc(-n3cccc3)ccc21	12	-2	99	-2	0	101	-57	101	0	-2	0
COc1cccc(C(=O)O/N=C(\N)Cc2ccc(Cl)cc2)c1	21	-2	102	-3	-4	103	6	101	-5	-3	-2

Look-ups from above:
`Cc1ccc(S(=O)(=O)N2CC(O)CC2C(=O)OCc2nc3sc(C)c(C)c3c(=O)[nH]2)cc1` (stereo not drawn) in Mcl-1 Bim block shows 0
`Cc1ccc(-c2nnc(SCc3nc4ccccc4[nH]3)n2Cc2ccco2)cc1` in Bcl-XL Bim block shows -3

Back to the main list, starting 2 compounds before the break.
SMILES	GSH bead fluor	Mcl-1 Bim block	RGS7-Gao	Bcl-B Bim block	Bcl-XL Bim block	RGS4-Gao reg	Mcl1 Bid PPI	RGS8-Gao	Bcl-2 Bim block	Bim-Bfl-1	Bcl-W Bim block
Cn1nnnc1SCSc1nnnn1C	26	-3	101	-7	-3	101	2	97	-2	-1	-5
O=C(NN=C1CCCCC1)c1ccccc1OCc1ccc(F)cc1	5	-2	100	-5	-1	103	-12	102	0	0	-1
CC1CN(CCOCCSc2ccccc2)CC(C)O1 (stereo not drawn)	15	-5	?	0	0	97	-1	100	2	4	1
CCC(=O)Nc1cc(C(=O)NCC2CCCN2CC)c(OC)cc1N(C)C (stereo not drawn)	8	-3	95	-10	-9	94	-24	94	-13	-16	0
Cc1cc(NC(=O)c2cc(-c3cccs3)nc3ccccc23)no1	18	1	256*[activator]	-5	-3	95	-17	97	-9	-6	2
O=C(CCN1C(=O)C2C3C=CC(C3)C2C1=O)Nc1ccc2ncccc2c1 (stereo not drawn)	20	0	100	2	2	100	-3	102	0	0	-1
O=C(CSCc1c(Cl)cccc1Cl)Nc1nccs1	27	-5	101	-12	-8	101	-13	103	-8	-18	-3
Cc1ccccc1OCC(O)Cn1c(NCc2ccco2)nc2c1c(=O)[nH]c(=O)n2C (stereo not drawn)	27	-5	100	-9	-28	101	-4	101	-10	-13	-2
COc1cc(OC)c(NC(=O)Cn2cccc2)cc1Cl	22	-2	99	-7	-8	100	-25	98	-10	-13	0
CC(=O)c1ccc(NC(=S)NCCc2ccccn2)cc1	6	-4	99	-9	-4	100	-57	96	0	1	-2
Cc1cc(Br)ccc1SCC(=O)OCC(=O)Nc1ccccc1C#N	12	-1	95	-4	-1	94	-6	95	-6	-5	-1
Cc1c(C(c2ccc([N+](=O)[O-])cc2)c2c(C)n(C)n(-c3ccccc3)c2=O)c(=O)n(-c2ccccc2)n1C	27	-1	102	-10	-1	102	-7	103	0	-1	0
Cc1nn(C)cc1S(=O)(=O)N1CCCC(C(=O)O)C1 (stereo not drawn)	11	-1	99	-2	-2	101	-3	99	-7	-7	0

A draw from above in order of molar mass, rising:
SMILES	GSH bead fluor	Mcl-1 Bim block	RGS7-Gao	Bcl-B Bim block	Bcl-XL Bim block	RGS4-Gao reg	Mcl1 Bid PPI	RGS8-Gao	Bcl-2 Bim block	Bim-Bfl-1	Bcl-W Bim block
CC1CN(CCOCCSc2ccccc2)CC(C)O1 (stereo not drawn)	15	-5	?	0	0	97	-1	100	2	4	1
CCC(=O)Nc1cc(C(=O)NCC2CCCN2CC)c(OC)cc1N(C)C (stereo not drawn)	8	-3	95	-10	-9	94	-24	94	-13	-16	0
Cc1c(C(c2ccc([N+](=O)[O-])cc2)c2c(C)n(C)n(-c3ccccc3)c2=O)c(=O)n(-c2ccccc2)n1C	27	-1	102	-10	-1	102	-7	103	0	-1	0
